High-throughput results: PubChem, several laboratories
TRPM1 prom inh: inhibitors of MITF-dependent TRPM1 promoter reporter, primary screen, cell-based, SK-MEL-5, single point, luciferase | AID 488899, 2010 | hit rate 0.83% among 330,000 | inhibition, % at 12.5 µM | SK-MEL-5 TRPM1 promoter luciferase, 24 h;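 active = mean inhibition across replicates of 60% or more, whatever share of single replicates reaches that level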; also: values of inactives mirror those of a sister screen read the other way
NR2E3 ag-1: NR2E3 agonists in two-hybrid cells, primary screen, cell-based, luminescence, CHO-S, Gal4-NCOR/VP16-NR2E3 | AID 602229, 2012 | inhibition of corepressor binding, % at 3.98 µM | hit rate 0.35% among 360,000 | luciferase;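 active = inhibition above the mean of all tested compounds plus 3 SD, cut at about 70% in these data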;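 also: 0% = DMSO with NR2E3 transfected cells and 100% = cells lacking NR2E3 construct; higher means lower luciferase signal from less NR2E3 corepressor binding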
Target sequence (Q9Y5X4 whole entry, looked up, the tested form may be a part): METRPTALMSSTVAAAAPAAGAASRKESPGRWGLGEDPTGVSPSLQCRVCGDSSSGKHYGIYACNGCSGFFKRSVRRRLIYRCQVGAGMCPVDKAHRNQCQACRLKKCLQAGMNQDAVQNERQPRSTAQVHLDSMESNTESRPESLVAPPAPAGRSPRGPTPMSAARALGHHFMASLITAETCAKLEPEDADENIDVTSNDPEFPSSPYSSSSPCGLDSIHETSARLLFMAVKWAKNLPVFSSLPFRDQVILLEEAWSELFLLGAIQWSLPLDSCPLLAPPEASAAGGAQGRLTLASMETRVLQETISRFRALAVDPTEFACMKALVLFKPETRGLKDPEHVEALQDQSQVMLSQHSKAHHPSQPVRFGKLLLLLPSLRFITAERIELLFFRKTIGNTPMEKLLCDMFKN
Peg3 prom inh: Peg3 promoter-driven luciferase inhibitors, primary screen, cell-based, HeLa, luciferase luminescence; hit rate 1.7% among 360,000; inhibition, % at 20 µM; HeLa PEG-Prom luciferase reporter, overnight;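 active = inhibition of at least 50% at 20 µM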
EBV LMP1 NFkB: EBV LMP1-driven NF-kappaB luciferase reporter inhibitors, primary screen, cell-based, luminescence, single point | hit rate 0.69% among 350,000 | LMP1-induced NF-kappaB luciferase reporter cells | AID 504558, 2011 | inhibition, % at 12.5 µM; in the data active = inhibition above about 41%;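 also: 0% = neutral control wells and 100% = reference inhibitor control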
NR2E3 ag-2: inhibitors of NR2E3-RetCOR corepressor binding, primary screen, NR2E3 agonist project, biochemical, TR-FRET, GST-NR2E3, biotin-RetCOR; 1536-well; inhibition of corepressor binding, % at 4.78 µM; hit rate 0.12% among 320,000; AID 2300, 2010;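 active = percent inhibition above the cutoff of mean plus 3 SD of all tested compounds, set per screening campaign, cut at about 20% in these data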;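 also: 0% = DMSO wells and 100% = biotin wells as full block of FRET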
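Material – GST-tagged NR2E3 plus biotinylated RetCOR corepressor · Quantity – NR2E3 fusion 1.35 nM · Times – 5 h incubation at 4 °C · Medium – pH 7.5 Tris-based buffer · Technique – TR-FRET, Eu(K)-anti-GST donor, streptavidin-D2 acceptor, ex 340, em 617/671 nm · Benchmarks – high control biotin, low control 0.6% DMSO · Format – 1536-well plates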
hiPSC survival: enhancers of single-cell hiPSC survival, primary screen, ATPlite luminescence; 100% = ROCK inhibitor wells, 0% = DMSO; survival enhancement, % at 20 µM; hit rate 0.044% among 360,000; AID 602274, 2012; in the data active = survival enhancement above about 18%;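 also: cells exposed to compounds for 16 hours before the ATP read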
HIF-2a inh: HIF-2a reporter inhibitors, primary screen, luminescence, 786-0 RCC cells | 786-0 RCC cells HIF-2a reporter, luciferase luminescence, overnight | inhibition, % at 18.8 µM | hit rate 0.72% among 360,000 | AID 624352, 2012;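 active = inhibition of the luminescence signal of 40% or more relative to plate controls, in a single-dose primary screen at 18.75 µM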
KKLEB tox: cytotoxicity in KKLEB CF airway cells, primary screen, cytotoxicity control for CF NF-kB inhibitor project, cell-based, uHTS, fluorescence assay plates; KKLEB CF airway cells viability, ATPlite luminescence, overnight; hits give low values; cells stimulated with P. aeruginosa culture filtrate; activity change (cytotoxicity), % at 5 µM; hit rate 0.36% among 360,000;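 active = corrected activity change at or below -50% at 5 µM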
CF NFkB inh: inhibitors of PAF-induced NF-kB signaling, primary screen, cell-based, GFP fluorescence, uHTS. AID 588850, 2011. hit rate 0.86% among 360,000. inhibition, % at 5 µM. KKLEB NF-kB-GFP reporter, GFP fluorescence overnight;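 active = at least 50% inhibition at 5 µM, scaled per plate between neutral and stimulator controls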;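 also: PAF is a Pseudomonas aeruginosa culture filtrate used as stimulus; plate controls were PAF-stimulated DMSO wells for no effect and unstimulated DMSO wells for full effect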
Shn3 inh set2: reduction of Shn3 3'UTR firefly luciferase signal, primary screen, Schnurri-3 inhibitor project, cell-based, Clone20 osteoblasts, set 2. inhibition, % at 12.5 µM. hit rate 0.52% among 360,000. Clone20 osteoblast Shn3 3'UTR firefly luciferase, 24 h. AID 588674, 2011;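 active = mean inhibition of at least 75% with every replicate also reaching 75%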;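 also: 0% = median of neutral control wells and 100% = pilot-screen positive control compound; some compounds past the cut are filed as inactive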
C8 TRAIL sens: viability loss with TRAIL in NB7+C8 cells, primary screen, TRAIL sensitizer project, cell-based, ATPlite luminescence; inhibition (viability loss, TRAIL sensitization), % at 10 µM; hit rate 1% among 360,000;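 active = compounds causing at least 50% loss of cell viability in the single-dose screen, relative to plate controls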
* marks the source's active call; other numbers are inactive results; · = no result given. An excerpt; the hit share may differ from the screen's.

SMILES	TRPM1 prom inh	NR2E3 ag-1	Peg3 prom inh	EBV LMP1 NFkB	NR2E3 ag-2	hiPSC survival	HIF-2a inh	KKLEB tox	CF NFkB inh	Shn3 inh set2	C8 TRAIL sens
COc1ccc(CCNC(=O)c2cc(=O)[nH]c3ccccc23)cc1	5	-12	-3	7	4	-0.2	4	-2	9	17	-2
CCCCCC(=O)Nc1cccc(C2=NOC3(C2)C[C@H](C(N)=O)N(C(=O)CCCCC)C3)c1 (stereo not given in full)	2	8	1	29	1	-1.0	2	-8	14	-4	3
COc1ccc(N2C(=O)C3CCCN3C2c2cccc(C)c2)cc1 (stereo not given)	1	-29	5	-5	2	-1.9	-7	-5	4	4	-4
COc1ccccc1C1C(C#N)=C(N)N(c2cccnc2)C2=C1C(=O)CC(C)(C)C2 (stereo not given)	-3	14	4	-1	-3	-2.0	10	2	3	8	22
O=C(NCCN1CCOCC1)Nc1ccc(F)cc1	-7	-4	1	0	1	-2.3	12	3	16	4	-2
CCOCCCNS(=O)(=O)c1cc(Br)cc2c1N(C(=O)C1CC1)CC2	21	-5	4	1	2	-1.9	6	0	12	-10	3
COc1ccc(C2c3ccc(O)cc3Oc3ncn4nc(-c5ccco5)nc4c32)cc1OC (stereo not given)	17	-4	19	1	1	-0.2	22	-8	23	·	-22
COc1cc2c(=O)[nH]c3cc([N+](=O)[O-])ccc3c2cc1[N+](=O)[O-]	·	-16	12	-18	·	2.6	-1	4	-317	-22	1
COc1ccc(CCNC(=O)COc2ccc(S(=O)(=O)NC3CCCCC3)cc2Cl)cc1OC	5	-7	24	5	-1	-1.1	12	-3	10	32	17
O=C(Cn1nc(Br)nc1Br)c1ccccc1	-1	-13	1	0	-5	-0.7	13	6	12	-11	9
CC(C)CC1C(=O)N(Cc2cn(CC3CCCCC3)nn2)CCS(=O)(=O)N1Cc1ccc(-c2ccncc2)cc1 (stereo not given)	·	-25	16	0	·	4.0	-1	-8	22	-1	-15
CCc1ccc(NC(=O)CCS(=O)(=O)c2cccc3nsnc23)cc1	3	-9	-7	-5	2	0.8	-18	25	-8	-1	5
COc1ccc(-c2ccc(Nc3ccc(S(=O)(=O)N4CCCC4)cc3)nn2)cc1OC	23	-7	30	-2	3	-3.1	-1	-9	-14	92*	-5
COc1cccc2c(N/N=C/c3ccccc3)cc(C)nc12	5	-37	11	2	3	-0.4	4	-20	31	-1	-9
Cc1ccc(NS(=O)(=O)c2ccc(N/N=C/c3ccccc3OCC(=O)O)c([N+](=O)[O-])c2)c(C)c1	14	15	13	1	-1	0.3	24	6	7	-27	-2
CC(NC(=S)NCc1ccccc1)C12CC3CC(CC(C3)C1)C2 (stereo not given)	2	-8	2	-8	-2	3.6	17	0	17	-3	9
CCOC(=O)C1CCCN(C(=O)c2cccc(S(=O)(=O)N(Cc3ccccc3)c3ccccc3OC)c2)C1 (stereo not given)	4	3	12	5	2	-0.7	1	-33	35	7	23
Cc1ccc(O/C=C2\OC(=O)c3ccccc32)cc1	1	-37	-7	2	1	-2.1	5	-4	4	19	0
CC(=O)Nc1ccc(CN2CCCCCC2)cc1	3	-15	12	-2	0	-0.5	18	-7	12	12	-3
Cc1cccc(-c2noc(CCC(=O)N3CCN(c4cc(C)ccc4C)CC3)n2)c1	-73	-72	-281	-29	·	-2.8	-232	4	21	-130	-3
COc1cccc(C(=O)N2CCCC(CCC(=O)NCc3ccc(F)c(F)c3)C2)c1 (stereo not given)	-4	2	0	-4	4	0.2	-13	-1	-9	-3	0
COc1ccc(C2C(C(=O)Nc3cccnc3)=C(C)Nc3nc(-c4cccs4)nn32)cc1 (stereo not given)	6	-4	-3	0	4	-0.4	-3	-6	-3	2	-4
Cn1c(C(=O)N2CCN(c3ccccn3)CC2)cc2ccccc21	3	-6	9	-2	0	-0.1	-29	-9	-3	-6	-13
COC(=O)CN=Cc1c(C)[nH]n(-c2ccccc2)c1=O	0	-17	11	16	5	-1.8	10	7	-7	-27	1
Cc1cc(N2CCCCC2C)nc(-c2ccccc2O)n1 (stereo not given)	5	-19	-11	-3	0	-0.4	-15	1	-3	-19	-6
Cc1ccc(C2=NC3(CCCCC3)NC2=S)cc1	-13	-20	-93	3	2	-0.7	-26	-1	13	12	4
CN1OC(COC(=O)c2ccccc2)CC1c1ccccc1 (stereo not given)	-12	-22	-174	-24	3	0.4	-45	11	-13	-34	0
COc1ccc(/C(O)=C/C(=O)C(=O)NNC(=O)C(O)(c2ccccc2)c2ccccc2)cc1	2	-33	17	1	0	-1.3	12	9	-1	12	-21
Cc1cccc(CN2C(=O)CCSc3ccc(Cl)cc32)c1	4	-13	6	-4	-4	0.0	24	-2	3	-8	1
CCOC(=O)c1cc(C)sc1N1C(=O)C2C3C=CC(C3)C2C1=O (stereo not given)	-7	-7	7	-3	0	0.0	15	9	6	-14	-17
O=C(CCc1ccccc1)NNC(=O)c1ccc(NC(=O)c2ccccc2)cc1	-8	-3	15	-5	0	-1.8	-9	1	-3	7	7
COc1ccc(CNC(=O)N2CCN(C(=O)c3ccccc3)CC2)cc1	-5	-9	16	5	·	0.4	15	3	27	10	5
CN(CCc1ccccn1)C(=O)Nc1cccc(Cl)c1	-8	2	-3	-5	-2	-0.6	-4	-8	11	-5	-12
COCCNC(=O)CN1CCN(S(=O)(=O)c2ccc3c(c2)CCCC3)CC1	6	14	4	1	-2	3.9	10	5	-8	0	6
Cc1cc(C)cc(NC(=O)COC(=O)CCCNC(=O)c2ccc(Cl)cc2)c1	2	-5	-10	-1	0	3.7	7	-10	2	-1	-9
O=C(Cc1ccccc1)NCCSC1CCCCC1	-27	-22	-53	-7	3	-1.0	-48	-3	3	-15	-2
CCN(c1cccc(C)c1)S(=O)(=O)c1csc(C(N)=O)c1	-6	-11	17	-1	-3	1.1	15	-16	5	24	14
COc1ccc(NC(=O)C2CC(=O)N(CCc3ccc(Cl)cc3)C2)cc1 (stereo not given)	13	-3	14	-8	1	0.7	13	-6	31	-14	-19
O=C(Nc1ccc(Oc2cccnc2)cc1)c1ccccc1Cl	-15	-45	-71	-3	1	-0.8	-87	-2	0	-12	0
CN(C)c1nc(OCCNC(=O)COc2ccc(Cl)cc2Cl)nc(N(C)C)n1	22	-10	7	-14	2	-0.9	13	-2	16	4	-4
Cc1ccc(-c2nn3nnnc3c3ccccc23)cc1	10	-13	7	9	-1	1.4	18	4	0	6	-1
COc1ccccc1NS(=O)(=O)c1ccc(O)cc1	2	6	-2	-1	-1	0.2	3	8	-21	0	-12
CCCCCCSc1nnc(-c2cnn(-c3ccccc3)c2-n2cccc2)n1C	16	-21	27	-4	-3	-0.3	22	14	3	5	0
O=C(NCC(=O)N1CCCC(C(F)(F)F)C1)c1ccc2ccccc2c1 (stereo not given)	-8	5	-24	1	-2	-0.4	-27	-6	2	-15	-7
CN1CCc2nc(SCC(=O)Nc3cccc(F)c3)c(C#N)c(-c3cccs3)c2C1	7	-9	11	-14	3	-2.3	-10	5	-25	-42	-10
O=C1N=C(N2CCCC2)S/C1=C\c1cccc(Br)c1	-7	-3	-150	-6	2	-0.2	-141	-3	-12	-48	3
Oc1ccc(CNCC2COc3ccccc3O2)cc1 (stereo not given)	-8	5	-10	-4	4	-0.1	-12	-5	11	-1	4
CCCn1c(Nc2ccccc2)nc2ccccc21	11	-6	5	-6	-1	-1.1	-8	-5	3	7	-9
Cc1ccc2nc(-c3ccc(C#N)cc3)c(Cc3cccc(Cl)c3)n2c1	·	-58	-63	·	·	2.2	-122	-40	1	-11	10
COCCCNC(=O)CC(C)c1ccccc1 (stereo not given)	7	-15	4	0	2	-0.3	10	-3	7	-16	7
CCCNC(=O)C1(O)c2cc(Br)ccc2NC(=O)N1c1ccc(Cl)cc1 (stereo not given)	-4	-14	4	8	3	-0.9	20	6	-22	6	-15
OC(COc1c(F)cc(Br)cc1F)CN1CCOCC1 (stereo not given)	1	-16	12	-3	0	-0.8	17	3	0	8	-12
COC(=O)c1cc(C(=O)Nc2cc(C)ccn2)cc([N+](=O)[O-])c1	-5	-33	-11	-8	-1	0.1	-32	-2	4	-32	-4
CC(=O)Nc1sc(C)c(C)c1C(=O)OCC(=O)N(CC(C)C)C1CCS(=O)(=O)C1 (stereo not given)	-2	-18	28	2	1	1.6	5	-6	-2	-21	15
COc1ccc(-c2ccc(=O)n(CC(=O)Nc3ccc4c(c3)OCCO4)n2)cc1	4	1	-15	3	-2	1.2	4	-7	11	-1	-6
CCOc1nc2cnccc2n(CC(=O)Nc2cccc(C)c2C)c1=O	4	26	-16	2	0	0.4	7	-8	8	-2	9
Cc1cccc(C)c1NC(=O)C(c1ccccc1)N(C)CCc1ccccc1 (stereo not given)	·	-36	23	·	·	6.8	5	10	-17	69	6
CC(=O)NCCC(=O)Nc1nc2ccc(Oc3ccccc3)cc2s1	-108	-100	-250	-18	-1	-0.5	-140	0	21	-65	1
Nc1nccc2c1ncn2C1OC(CO)C(O)C1O (stereo not given)	·	0	-40	17	·	11	26	-3	34	2	9
CCCC(=O)N1CCN(c2ccc([N+](=O)[O-])c(NC(C)c3ccccc3)c2)CC1 (stereo not given)	23	-9	33	-14	0	-3.5	27	5	-21	27	8
COc1cccc(-c2cc(C(=O)N3CCc4ccccc4C3)no2)c1	7	-61	-35	-1	2	5.2	-110	-6	3	-12	-5
O=C(CC(=O)N/N=C\c1cccc(Cl)c1Cl)NCc1ccccc1	4	7	0	-7	0	-0.3	-138	4	12	19	-10
CC(C)OP(=O)(OC(C)C)C(Nc1ccc(C(=O)O)cc1)c1ccccc1 (stereo not given)	-4	-22	2	-5	0	-0.4	18	9	-8	·	15
